AMA1 RON2 block = AMA1-RON2 (P. falciparum) interaction inhibition. AlphaScreen AMA1-biotinylated RON2 peptide binding. Potency, µM (top dose mostly 58.2 µM), inactives show top-dose activity change, negative = inhibition, hits mostly inhibitors. hit rate 0.2% among 360,000. AID 720542;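 further: potency means the concentration at half of the fitted maximal effect; 0% = vehicle wells and -100% = peptide control; nearly all actives have a fitted effect of over 45% in size; some results filed as inactive show a strong effect at the top dose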
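AMA1 (3D7) with his tag at 25 nM final met compounds first, then biotinylated RON2 peptide at 25 nM; detection used donor plus acceptor beads, 10 µg/mL apiece, read by AlphaScreen after 30 min at room temperature.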
HCMV antiviral = human cytomegalovirus inhibition; activity change, negative = inhibition, % at 57.5 µM; HFF cells, HCMV-luciferase reporter, 72 h; hits give low values; hit rate 4.5% among 410,000; in the data active means activity change below about -60%; inconclusive means no clear call, values can overlap the other calls; inactive means above about -39%
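Steps: HFFs plated, 16 h 37C; compounds added; HCMV-luciferase added to MOI 1 PFU/cell; 72 h 37C; OneGlo reagent, 5 min room temperature; luminescence read, normalized to controls.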
AmpC no deterg = AmpC beta-lactamase inhibition without detergent; P00811; AmpC nitrocefin hydrolysis, absorbance 480 nm, 0.0001% Triton; Potency, µM (doses to about 57.1 µM), without a hit: at the highest dose activity change, negative = inhibition, actives largely listed as inhibitors; hit rate 0.52% among 330,000;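 further: potency means the concentration at half of the fitted maximal effect; plate controls were no compound for no effect and no enzyme for full effect; nearly all actives have a fitted effect of over 20% in size; some results filed as inactive show a strong effect at the top dose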
Target sequence (P00811 whole entry, looked up): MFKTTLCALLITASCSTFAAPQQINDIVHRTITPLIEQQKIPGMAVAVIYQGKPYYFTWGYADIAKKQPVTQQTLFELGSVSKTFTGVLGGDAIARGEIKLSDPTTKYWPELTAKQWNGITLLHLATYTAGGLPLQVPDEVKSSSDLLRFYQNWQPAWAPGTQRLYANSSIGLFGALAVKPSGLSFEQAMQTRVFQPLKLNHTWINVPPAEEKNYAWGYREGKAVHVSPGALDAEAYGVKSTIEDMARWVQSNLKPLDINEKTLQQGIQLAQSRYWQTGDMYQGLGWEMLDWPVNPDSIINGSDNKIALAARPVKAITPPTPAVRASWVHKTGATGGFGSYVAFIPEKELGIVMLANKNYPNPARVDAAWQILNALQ
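AmpC (5.3 nM in the dispensed reagent) in 20 mM phosphate pH 7.0 with 0.01% (detergent screen) or 0.0001% Triton X-100 was preincubated with compounds for 15 min at room temperature. Nitrocefin was then added from an 800 uM solution, and hydrolysis was followed at 480 nm.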
LmPK inh = LmPK (Leishmania mexicana) enzyme inhibition. purified LmPK, Kinase-Glo ATP luminescence, 1 h. hit rate 0.37% among 290,000. Potency, µM (titrated, usually from 57.5 µM), without a hit: top-dose activity change, negative = inhibition, actives largely listed as inhibitors. Q27686. AID 1721; further: potency means the concentration at half of the fitted maximal effect
Target sequence (Q27686 whole entry, looked up): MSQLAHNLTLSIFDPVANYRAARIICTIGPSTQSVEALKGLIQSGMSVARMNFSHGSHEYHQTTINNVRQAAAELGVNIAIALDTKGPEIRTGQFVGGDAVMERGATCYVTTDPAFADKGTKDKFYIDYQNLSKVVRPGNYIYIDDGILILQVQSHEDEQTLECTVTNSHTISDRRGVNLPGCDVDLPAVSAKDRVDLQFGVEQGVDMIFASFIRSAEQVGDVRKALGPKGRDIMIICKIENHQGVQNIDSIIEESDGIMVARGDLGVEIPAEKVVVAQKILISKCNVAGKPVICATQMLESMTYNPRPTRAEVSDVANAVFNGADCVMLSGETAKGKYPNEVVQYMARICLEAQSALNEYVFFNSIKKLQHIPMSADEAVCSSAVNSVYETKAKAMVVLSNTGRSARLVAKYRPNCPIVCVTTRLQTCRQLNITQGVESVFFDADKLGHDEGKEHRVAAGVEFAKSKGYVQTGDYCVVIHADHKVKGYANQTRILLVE
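Screened at intermediate enzyme activity to detect both inhibitors and activators: LmPK at 0.1 nM, with a 0.5 nM enzyme column as activation reference. PEP 0.5 mM, ADP 0.1 mM; ATP detected by luminescence after 1 h.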
AmpC detergent = AmpC beta-lactamase inhibition with detergent present; AmpC hydrolysis of nitrocefin, absorbance 480 nm, 0.01% Triton; Potency, µM (series often up to 114 µM), for inactives: at the top dose activity change, negative = inhibition, most hits filed as inhibitors; P00811; hit rate 0.041% among 370,000;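 further: potency means the concentration at half of the fitted maximal effect; 0% = no-compound wells and -100% = no-enzyme wells; nearly all actives have a fitted effect of over 25% in size; some results filed as inactive show a strong effect at the top dose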
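20 mM phosphate pH 7.0 + 0.01% (detergent screen) or 0.0001% Triton X-100; 5.3 nM AmpC reagent; cpd preinc 15 min RT; nitrocefin (800 uM stock) to start; A480 q20 s × 4 min; Activity was normalised to no-enzyme and no-compound control wells.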
HCV inhibitor = HCV inhibition | Huh7.5.1 HCVcc-Cre infection, luciferase reporter, 44 h | Potency, µM (doses to about 41.8 µM), for inactives: top-dose activity change, negative = inhibition, usual class: inhibitors | hit rate 3.4% among 340,000 | AID 651820; further: potency means the concentration at half of the fitted maximal effect
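1,000 cells/well; 4 h culture; + compound; + HCVcc-Cre (~0.5 moi); 44 h; luciferase substrate, RT 15 min; read 15 sec.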
TbPYK inhibitor = blocks Trypanosoma brucei pyruvate kinase. Q57TT1. TbPYK enzyme, Kinase-Glo Plus ATP luminescence, 45 min. Potency, µM (doses to about 76.8 µM), inactives show at the top dose activity, negative = inhibition, actives largely listed as inhibitors. hit rate 0.12% among 410,000; further: potency means the concentration at half of the fitted maximal effect; nearly all actives have a fitted effect of over 50% in size
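Screened from lowest to highest concentration, compounds were pinned into TbPYK/substrate mixtures, and ADP (130 uM final) was added. Plates sat at room temperature for 45 min prior to Kinase-Glo Plus detection by luminescence.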
* marks the source's active call; other numbers are inactive results; ? = inconclusive; · = not tested or not shown; & = joins results of further samples; [ ] = another dose, or the depositor's remark. Unless noted, the call rests on the fitted dose curve; in most records, active means well fitted curve in the direction sought with a large enough effect; inconclusive means small, poorly fitted or top-dose-only effect, or another doubt; inactive means no such curve, though single readings can be large; an effect the other way counts as inactive or inconclusive. Unless noted, on the % scale 0 is the no-effect control and ±100 the full control effect.

Molecule | HCV inhibitor | HCMV antiviral | AmpC no deterg | LmPK inh | AmpC detergent | TbPYK inhibitor | AMA1 RON2 block
COc1ccc(S(=O)(=O)N2CCC(C(=O)NCC3CCCO3)CC2)cc1Cl (stereo not drawn) | -1% | 8 | 3% | 2% | ? | 4% | 2%
CC(=O)c1ccc(NC(=O)N[C@@H](Cc2ccccc2)C(=O)O)cc1 | 7% | 23 | -13% | 1% | -3% | -10% | 9%
Cc1ccc(NC(=O)CSc2ccc3c(c2)OCCO3)c(O)c1 | 10µM* | ? | -58% | -4% | 8% | -1% | -16%
Cc1nn(Cc2ccc(F)cc2)c(C)c1NC(=O)c1cnn2c1NC(c1ccccc1)CC2C(F)(F)F (stereo not drawn) | 19% | 15 | 120%[activator] | 8% | -12% | 1% | 0%
COc1ccc(Br)cc1/C=N/NC(=O)c1ccc(COc2ccc3c(c2)CCC3)o1 | ? | 73 | -30% | 2% | -1% | -4% | 3%
CC(=O)N1CCc2c(sc(NC(=O)CS(=O)(=O)c3ccc(F)cc3)c2C#N)C1 | -16% | 23 | -1% | · | -13% | -1% | 22%
O=S(=O)(/C=C/c1ccccc1)N1CCN(Cc2ccccc2)CC1 | -20% | ? | -8% | 3% | -8% | 1% | ?
CCn1cc(C(=O)NC(C)C2CC3CCC2C3)cn1 (stereo not drawn) | 0% | -25 | -10% | 1% | -8% | -6% | 21%
O=C(NCc1cccs1)c1cc(S(=O)(=O)N2CCOCC2)ccc1N1CCCC1 | -3% | -8 | -16% | · | 0% | 1% | -8%
CCOC(=O)C1(C(=O)OCC)NC(=O)CC1CC(C)C (stereo not drawn) | -7% | -22 | · | · | · | 6% | 16%
COCCCn1c(SCC(=O)NC2CCS(=O)(=O)C2)nnc1-c1ccc(Cl)cc1 (stereo not drawn) | 3% | 36 | 0% | · | 5% | 1% | 73%[activator]
COc1ccc(Br)cc1CN1CCN(C(=O)c2ccc(F)cc2)CC1 | 11% | -19 | 154%[activator] | 1% | 0% | -7% | ?
CCOc1cc(NC(=S)NCCCN2CCOCC2)c(OCC)cc1NC(=O)c1ccccc1C | -14% | -15 | -2% | 4% | 7% | -7% | -2%
CCCCN(CC)C(=O)CSc1nc2c(sc(=S)n2-c2ccc(OCC)cc2)c(=O)[nH]1 | -1% | ? | -19% | -3%[11.5 µM] | 2% | -7% | -4%
Cn1c(N)c(C(=O)Nc2ccccc2)c(=O)[nH]c1=O | 25% | 32 | · | · | · | -5% | -2%
Cc1cccc(N(C(=O)c2snc(C(N)=O)c2N)C(C(=O)NCC2CCCO2)c2cccs2)c1 (stereo not drawn) | ? | -30 | 121%[activator] | 8% | 3% | -3% | -4%
CCOC(=O)CN1C(=O)N[C@@H](c2cccc(F)c2)C(C(C)=O)=C1C | -18% | -26 | · | -2%[11.5 µM] | · | -3% | -10%
O=[N+]([O-])c1ccc(N2CCN(c3ccccc3)CC2)nc1 | 25% | -17 | 2% | -9% | -5% | 0% | 41%[activator]
CC(C)COC(=O)c1ccc2c(c1O)C(=O)c1ccccc1C2=O | ? | -21 | -21% | -23% | 1% | -5% | -19%
CCOC(=O)C(NC(C)=O)(Nc1ccc(S(=O)(=O)Nc2nccs2)cc1)C(F)(F)F (stereo not drawn) | 0% | -26 | -4% | 10% | -4% | 1% | 12%
CCN1CCN(c2ccc(S(=O)(=O)N(CC)CC)cc2[N+](=O)[O-])CC1 | -1% | -17 | -4% | -2% | ? | 0% | 1%[11.6 µM]
CCOc1ccccc1NC(=O)CN(c1ccc(OC)cc1)S(=O)(=O)c1c(C)noc1C | ? | -39 | 56% | 11% | ? | 5% | -14%
COc1cc2c(cc1OC)CN(Cc1cc(=O)n3c(-c4ccccc4)csc3n1)CC2 | -30% | -73* | 73%[activator] | 4% | -1% | 7% | 0%
CC(C)(C)NC(=O)C(c1ccc(F)cc1)N(Cc1ccco1)C(=O)Cn1nnc(-c2cccs2)n1 (stereo not drawn) | ? | 42 | -17% | 2% | -5% | -25% | -4%
CC(C)CC1NC(=O)N(CC(=O)N2CCN(S(=O)(=O)c3ccc4ccccc4c3)CC2)C1=O (stereo not drawn) | 6%&0% | 6 | 102%[activator] | 2% | -1% | -9% | -1%
CC(C)(O)CN(C(=O)C(c1ccccc1)c1ccccc1)C1CCCCC1 | 27% | -21 | · | · | · | 1% | 2%
C=CCn1c(SCC(=O)N2CCCC2)nc2scc(-c3cccs3)c2c1=O | -23% | 4 | 18% | 1% | 1% | -1% | 13%
COc1ccc(S(=O)(=O)N(C)C[C@H]2Oc3ccc(NS(=O)(=O)c4c(C)noc4C)cc3C(=O)N([C@H](C)CO)C[C@@H]2C)cc1 | 1% | 1 | 175%[activator] | · | · | -3% | -7%
Cc1ccccc1N=Cc1c(O)n(-c2nccs2)c(=O)c2ccccc12 | ? | 4 | 1% | 3% | -1% | 7% | 1%[11.6 µM]
Cc1ccc(C(=O)N2CCCC(Nc3ccc(F)cc3)C2)cc1C (stereo not drawn) | 7% | -12 | 120%[activator] | -7% | 9% | 1% | -3%
COc1ccc(C(=O)NCCSCc2ccc(C)cc2)cc1 | -1% | -29 | -12% | 5% | -1% | 4% | 0%
Cc1nc(=O)c(-c2ccccc2)c(C)n1Cc1ccccc1 | 20% | 17 | -9% | -4% | ? | 0% | 8%
CCCc1cc(=O)[nH]c(SC/C=C/c2ccccc2)n1 | 14% | -25 | · | · | · | -8% | -10%
CC(=O)COc1ccc2c(c1C)O/C(=C\c1ccco1)C2=O | ? | 54 | 47% | 6% | 10% | 4% | -13%
C=CCNc1nc(Nc2ccc(OC)cc2OC)nc(OCC)n1 | ? | -31 | -10% | 1% | ? | 1% | -6%
O=C(c1cn(CCOc2ccccc2F)c2ccccc12)C1CCCCC1 | · | -9 | · | · | 26% | -2% | ·
O=C(NC1CC(=O)N(c2ccc(F)cc2)C1)c1ccc(S(=O)(=O)N2CCCC2)cc1 (stereo not drawn) | · | -23 | · | · | -7% | -2% | ·
CC(=O)Oc1c(Cl)c(N2CCOCC2)c(OC(C)=O)c2ccccc12 | -8% | -32 | 26% | 2% | 2% | 7% | -13%
CCc1ccccc1NC(=O)CN(c1ccc(OC)cc1OC)S(=O)(=O)c1ccccc1[N+](=O)[O-] | ? | 45 | 9% | 3% | 6% | 0% | -9%
CC(C)CNC(=O)c1ccc2c(c1)C(=O)N(C1CCCCC1)C2=O | ? | -10 | -21% | -12% | -12% | 1% | -8%
O=C(Cc1ccc(F)cc1)Nc1ccc(Cl)cn1 | -5% | -33 | -20% | 5% | -15% | 1% | 2%
Cc1ccc(OC(=O)CCS(=O)(=O)c2ccc(C)cc2)cc1 | 15% | -30 | 4% | 4% | -8% | 1% | -4%
Cc1ccccc1S(=O)(=O)N1C[C@H]2CON(C)[C@H]2C[C@H]1c1cccc(-c2ccc(C#N)cc2)c1 | ? | -20 | · | · | · | 2% | -21%
O=C(CCNC(=O)c1ccccc1)Nc1ccc(F)c(Cl)c1 | 9% | ? | -12% | 3% | ? | -2% | -17%
N#Cc1ccc(OCC(=O)Nc2nc(-c3ccncc3)cs2)cc1 | -18% | -10 | 0% | · | -5% | -3% | 2%
O=C1CCC(C(=O)N(c2ccccc2)C2(C(=O)NC3CCCCC3)CCCCC2)N1 (stereo not drawn) | 10% | -5 | 45% | 0% | -2% | -1% | 9%
COc1ccc(-c2[nH]ncc2CN(C)Cc2cnccn2)c(OC)c1 | -9% | -7 | -14% | 0% | 7% | 4% | 70%[activator]
COc1ccc(C)cc1NC(=O)CSc1ccc(Cl)cc1 | ? | -34 | ? | 0% | -13% | 2% | -23%
O=C1CN(C(=O)COc2ccc(Br)cc2Br)c2ccccc2N1 | -12% | -16 | -35% | 1% | -3% | -2% | -9%
O=C(Cc1c[nH]c2ccccc12)NCc1ccc(Cl)cc1Cl | 8% | 72 | -26% | 5% | -2% | -3% | -4%

2 of these compounds in a different format.
Values in the order: HCV inhibitor | HCMV antiviral | AmpC no deterg | LmPK inh | AmpC detergent | TbPYK inhibitor | AMA1 RON2 block
> Cc1ccccc1S(=O)(=O)N1C[C@H]2CON(C)[C@H]2C[C@H]1c1cccc(-c2ccc(C#N)cc2)c1
  ? | -20 | · | · | · | 2% | -21%
> O=C1CN(C(=O)COc2ccc(Br)cc2Br)c2ccccc2N1
  -12% | -16 | -35% | 1% | -3% | -2% | -9%

Next entries:
Molecule | HCV inhibitor | HCMV antiviral | AmpC no deterg | LmPK inh | AmpC detergent | TbPYK inhibitor | AMA1 RON2 block
O=C(CNC(=O)c1ccco1)OCN1C(=O)c2ccccc2C1=O | 27% | 62 | -14% | 4% | -8% | 6% | -3%
COc1ccccc1C(=O)C1CCCN(Cc2ccc3c(c2)OCCO3)C1 (stereo not drawn) | 3% | 0 | 3% | -1% | -2% | -2% | 10%
COc1ccc2c(ccc[n+]2CC(=O)c2ccc(C)cc2)c1 | -6% | -21 | 7% | 0% | -7% | 1% | 17%
COC(=O)CNc1nc(C2CC2)nc2c1nnn2Cc1ccccc1Cl | ? | 19 | -7% | -1% | -1% | -8% | -2%
Cc1ccccc1N1CCN(C2CCCN(C(=O)c3noc4c3CCCC4)C2)CC1 (stereo not drawn) | ? | -15 | 182%[activator] | 3% | 3% | -1% | -15%
CC(C)[C@H]1COCCS(=O)(=O)N1Cc1ccccc1-c1ccc(F)cc1 | -10% | -20 | 32% | · | · | -12% | 3%
O=C(CSc1nc(Nc2ccc(F)c(F)c2)c2ccccc2n1)c1ccc(Cl)cc1 | · | ? | · | · | 6% | 1% | ·
O=C(NC1CCCCC1)c1ccc(S(=O)(=O)c2ccccc2)cc1 | 13% | -3 | 12% | 12% | 2% | 0% | 25%
COc1cccc2cc(C(=O)OC3CCN(C)CC3)c(=O)oc12 | 5% | -33 | -46% | 0% | ? | -4% | 11%
COC(=O)c1cc(S(=O)(=O)NCC2CCN(Cc3ccc(Cl)cc3)CC2)cn1C | ? | ? | 48% | -3% | ? | -4% | 12%
COCCNC(=O)Cn1cc(C(=O)c2ccco2)c2ccccc21 | 26% | -2 | -11% | -1% | 3% | 0% | -4%
CC(=O)N/N=C(/c1ccccc1)C(O)c1ccccc1 (stereo not drawn) | 7% | -10 | -7% | -3% | ? | 6% | 10%
Cc1ccc(CCNC(=O)C2CCCN(S(=O)(=O)c3c(C)noc3C)C2)cc1 (stereo not drawn) | ? | 12 | 8% | -2% | -3% | 1% | 10%
CSc1ccccc1NC(=O)c1ccoc1C | ? | -22 | -2% | 4% | 1% | -10% | 1%
CCCc1cc(=O)n2[nH]c(C)cc2n1 | -8% | -5 | -25% | -4% | -4% | -5% | 4%
CC(=O)c1c(O)n(C)c(=S)n(-c2ccccc2)c1=O | 12% | 28 | -10% | 4% | 0% | 10% | -17%

Screens: PubChem BioAssay, National Center for Advancing Translational Sciences (NCATS)

Rows were taken by chance. Share with any hit: about 7.5%.
